# PKA inh: inhibitors of human protein kinase A | P17612 | PKA Kemptide phosphorylation, Kinase-Glo ATP luminescence | inhibition, % at 6 µM | actives 0.1% (n = 65,000);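 active means inhibition above the screen-wide mean inhibition plus 3 SD, cut at about 21% in these data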; further: many of its hits are not listed in these tables
# CatB inh: human cathepsin B inhibition. P07858. purified cathepsin B, fluorogenic substrate, fluorescence. inhibition, %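 (tested at 10 µM)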. actives 0.1% (n = 63,000); in the data active means inhibition above about 21%;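 further: 0% = enzyme with no compound and 100% = no enzyme blank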
# Her2 expr inh: inhibitors of human Her2 kinase expression; P04626; SKBR-3 HER2 protein level, AlphaScreen, 18-24 h; stronger effect = lower value; HER2 level % of control, % at 10 µM; actives 0.69% (n = 65,000);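 active means HER2 level under 5% of the carrier-only control; inconclusive means no clear call, values can overlap the other calls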;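 further: 100% = DMSO carrier and 0% = 500 nM PU-H71 HSP90 inhibitor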
# ROCK2 inh: ROCK2 (human) kinase inhibition. O75116. purified ROCK2, Kinase-Glo ATP depletion luminescence. inhibition, % at 6 µM. actives 0.35% (n = 60,000);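 active means inhibition above the screen-wide mean inhibition plus 3 SD, cut at about 18% in these data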;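 further: plate controls were DMSO wells for no effect and Y-27632 control wells after no-enzyme background subtraction for full effect; many of its hits are not listed in these tables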
# Target sequence (O75116 whole entry, looked up): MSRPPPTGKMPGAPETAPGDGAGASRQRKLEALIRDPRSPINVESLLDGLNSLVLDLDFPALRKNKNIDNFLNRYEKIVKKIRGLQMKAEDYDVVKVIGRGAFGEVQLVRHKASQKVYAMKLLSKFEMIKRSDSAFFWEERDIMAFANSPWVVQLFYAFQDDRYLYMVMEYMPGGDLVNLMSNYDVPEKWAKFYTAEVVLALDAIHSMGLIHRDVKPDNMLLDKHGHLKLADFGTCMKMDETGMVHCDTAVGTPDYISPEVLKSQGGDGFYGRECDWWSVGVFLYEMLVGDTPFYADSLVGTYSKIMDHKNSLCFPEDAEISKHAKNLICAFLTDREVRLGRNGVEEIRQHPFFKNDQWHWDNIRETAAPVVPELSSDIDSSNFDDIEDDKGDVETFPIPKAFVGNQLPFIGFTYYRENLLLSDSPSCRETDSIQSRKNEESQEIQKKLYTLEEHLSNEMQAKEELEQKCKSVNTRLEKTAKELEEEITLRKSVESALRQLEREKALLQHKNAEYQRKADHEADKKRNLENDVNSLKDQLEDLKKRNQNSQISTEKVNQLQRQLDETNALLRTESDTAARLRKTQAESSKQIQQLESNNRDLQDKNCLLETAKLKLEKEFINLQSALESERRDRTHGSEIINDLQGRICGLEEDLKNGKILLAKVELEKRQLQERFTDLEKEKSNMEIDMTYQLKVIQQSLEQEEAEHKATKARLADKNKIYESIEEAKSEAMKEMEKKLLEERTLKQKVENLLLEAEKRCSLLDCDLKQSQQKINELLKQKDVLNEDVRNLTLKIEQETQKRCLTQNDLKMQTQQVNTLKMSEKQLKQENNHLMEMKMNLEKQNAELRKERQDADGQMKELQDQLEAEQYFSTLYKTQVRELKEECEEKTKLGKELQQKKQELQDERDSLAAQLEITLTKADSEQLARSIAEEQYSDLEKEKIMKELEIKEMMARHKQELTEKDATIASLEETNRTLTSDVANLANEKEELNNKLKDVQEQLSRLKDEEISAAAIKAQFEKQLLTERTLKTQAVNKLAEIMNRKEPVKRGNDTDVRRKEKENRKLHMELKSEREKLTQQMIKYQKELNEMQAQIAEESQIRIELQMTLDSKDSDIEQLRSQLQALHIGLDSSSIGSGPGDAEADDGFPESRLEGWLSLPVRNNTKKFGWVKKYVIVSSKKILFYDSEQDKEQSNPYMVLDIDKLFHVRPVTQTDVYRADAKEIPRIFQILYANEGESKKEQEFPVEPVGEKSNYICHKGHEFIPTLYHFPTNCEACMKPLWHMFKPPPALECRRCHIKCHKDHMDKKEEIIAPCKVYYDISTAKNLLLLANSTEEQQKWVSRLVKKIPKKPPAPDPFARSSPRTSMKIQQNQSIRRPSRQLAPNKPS
# C1s block: blocks human complement C1s protease activity. AID 538. purified C1s, fluorogenic AMC substrate, pooled mixtures. P09871. actives 0.16% (n = 62,000). mean inhibition % of two 10-compound mixtures (stronger effect = higher value), % at 5 µM (by protocol);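 active means inhibition above 20% in each of the two 10-compound mixture wells holding the compound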;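 further: 0% = enzyme wells lacking compound mixture and 100% = no-enzyme blank wells; some compounds called inactive have numbers as strong as hits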
# CatB mix inh: inhibitors of human cathepsin B in compound mixtures; P07858; Purified cathepsin B, AMC dipeptide fluorescence; inhibition, %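 (ten-compound pools at 5 µM per compound and 50 µM total)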; actives 0.06% (n = 62,000); AID 488; in the data active means inhibition above about 22%, passing the limit was not always enough; inconclusive means no clear call, values can overlap the other calls;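 further: 0% = enzyme without compound and 100% = no enzyme blank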
# CatL inh: inhibitors of human cathepsin L; purified cathepsin L, fluorogenic substrate, fluorescence; inhibition, %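 (tested at 10 µM)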; actives 0.17% (n = 58,000); AID 460; in the data active means inhibition above about 45%;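 further: 0% = enzyme with no compound and 100% = no enzyme blank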
# CatS block: human cathepsin S inhibition. P25774. recombinant cathepsin S, AMC dipeptide fluorescence, pooled mixtures. inhibition, %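 (tested at 5 µM per compound within 10-compound mixtures)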. actives 0.06% (n = 62,000). AID 501; in the data active means inhibition above about 32%, passing the limit was not always enough; inconclusive means no clear call, values can overlap the other calls;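 further: 0% = enzyme without compound and 100% = blank without enzyme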
# Cathepsin G inh: cathepsin G (human) inhibition. purified enzyme, AMC-tetrapeptide fluorescence, pooled mixtures. P08311. AID 581. actives 0.2% (n = 62,000). inhibition, % at 5 µM (by protocol);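 active means inhibition above 20% in each of the two mixture wells holding the compound; inactive means inhibition of 20% or less in either well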;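 further: 0% = enzyme control without mixture and 100% = blank lacking enzyme; strong numbers were not always called active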
# The depositor's hits bear a star; ? = inconclusive; · = not tested or not shown.
nr	structure	PKA inh	CatB inh	Her2 expr inh	ROCK2 inh	C1s block
1	CCc1nc(NCCN2CCOCC2)c(C#N)c2c1CCCC2	-1	-1	88	-12	·
2	CN(C)C(CNC(=O)CN1C(=O)NC2(CCc3ccccc32)C1=O)c1ccco1 (stereo not given)	-3	0	128	4	-45
3	CCOc1ccccc1N(CC(=O)Nc1ccc2c(c1)OCO2)S(C)(=O)=O	6	6	97	·	-13
4	O=C1OC(c2ccccc2)=C/C1=C/N1CCCCC1	11	-2	101	4	-3
5	CCN(CCCNC(=O)COc1cc(=O)n(CC)c2ccccc12)c1ccccc1	5	4	94	2	14
6	Cc1cc(C)nc(N(C#N)Cc2ccc(Br)cc2)n1	8	0	77	5	-5
7	CC1CCN(c2oc(-c3ccccc3Cl)nc2C#N)CC1	8	3	129	4	·
8	COc1cccc(-c2nn(C)c3sc(C(=O)N4CCN(c5ccccn5)CC4)cc23)c1	8	7	40	3	-17
9	CCOc1cc(S(=O)(=O)N2CCN(c3ccc(F)cc3)CC2)c(OCC)cc1-n1cnnn1	6	1	106	-2	-15
10	Cc1nc2ccc(S(=O)(=O)NCC(=O)N3CCc4ccccc43)cc2s1	8	3	112	4	-16
11	Cc1cccc(/N=C/c2c(O)c3ccccc3oc2=O)n1	5	1	90	2	0
12	Cc1noc(C)c1S(=O)(=O)N(CC(=O)Nc1ccc2c(c1)OCCO2)c1ccc(C(C)C)cc1	1	3	57	5	-21

nr	CatB mix inh	CatL inh	CatS block	Cathepsin G inh
1	·	5	·	·
2	2	-7	-7	3
3	1	-6	2	5
4	0	-5	-2	-2
5	3	1	5	4
6	-8	10	3	-8
7	·	-14	·	·
8	5	8	33	16
9	0	-17	-2	-11
10	-2	-2	-5	-5
11	1	1	-13	-3
12	-1	·	-2	-7

# The list goes on:
nr	structure	PKA inh	CatB inh	Her2 expr inh	ROCK2 inh	C1s block
13	CCOC(=O)CCc1c(C)c(C#N)c2nc3ccccc3n2c1-n1ccnc1	2	3	108	-8	·
14	Cc1ccc2cc(CN(Cc3ccco3)C(=O)C3CCCCC3)c(=O)[nH]c2c1C	12	-1	84	5	3
15	COc1ccccc1-c1n[nH]c(=S)o1	-2	2	85	0	0
16	CN(C)/C=N/c1sc2c(c1C#N)CCC2	4	3	114	4	-30
17	CCOc1nc(-c2ccc(C)cc2)ccc1-c1noc(COC)n1	7	1	49	3	-2
18	O=C(Nc1ccc(N2CCN(C(=O)c3ccccc3)CC2)c(Cl)c1)c1ccco1	-8	-2	80	0	1
19	Cc1nn(C(C)(C)C)c(OC(=O)C2CCCC2)c1S(=O)(=O)c1ccccc1	-5	1	94	0	-9
20	O=C(Nc1ccc(Nc2ccccc2)cc1)c1ccc(Br)o1	10	4	92	8	0
21	COCCn1c(=O)[nH]c2cc(C(=O)NCc3cccnc3)ccc2c1=O	7	0	103	·	4
22	CCCC(O)(CCN(C)C)c1ccc(OC)cc1 (stereo not given)	-3	-4	71	·	5
23	O=C(CC1N=C2c3ccccc3N=C(SCc3ccccc3Cl)N2C1=O)NCc1ccco1 (stereo not given)	7	0	110	3	2
24	O=C(c1ccc(Cl)s1)N1CCN(c2ccccc2)CC1	-6	-1	114	-1	3

nr	CatB mix inh	CatL inh	CatS block	Cathepsin G inh
13	·	12	·	·
14	5	5	5	7
15	-1	-6	3	2
16	-1	10	2	4
17	-4	23	-1	6
18	2	12	5	-2
19	0	4	0	-2
20	-7	11	4	9
21	-8	2	4	12
22	6	1	-10	4
23	3	·	0	0
24	5	14	15	4

# Next part:
nr	structure	PKA inh	CatB inh	Her2 expr inh	ROCK2 inh	C1s block
25	CC(=O)Nc1ccc(N2C(=O)CSC2c2ccc(F)cc2)cc1 (stereo not given)	9	6	107	6	18
26	c1coc(-c2nc3nc4ccccc4n3nc2-c2ccco2)c1	0	-2	82	0	3
27	COc1ccc(N(Cc2cc(=O)[nH]c3ccccc23)C(=O)c2ccco2)cc1	-3	0	72	-6	-2
28	COc1ccccc1NC(=O)CCc1c(C)[nH]c(=O)c(C#N)c1C	-2	-1	95	2	-10
29	CN(c1ccccc1C(=O)O)S(C)(=O)=O	6	3	139	6	-3
30	COc1cc(NC(=O)c2cc(-n3cnnc3)ccc2Cl)cc(OC)c1	8	1	80	-1	5
31	Cc1ccccc1NC(=O)Cn1c(=O)n(C)c2ccccc21	-8	0	89	-2	2
32	CCn1c(CNc2ccccc2Cl)nnc1SCCN1CCCCC1	1	1	91	6	3
33	Cc1cnnc2c1-c1no[n+]([O-])c1CC2	10	-2	115	10	-3
34	COc1cc(-n2nnnc2SCC(=O)N2CCN(c3ccc(F)cc3)CC2)c(OC)cc1Cl	6	-3	70	8	3
35	Cc1cc(OCC(=O)Nn2cnnc2)ccc1Br	3	-9	98	5	·
36	c1ccc(-c2nc3nonc3nc2-c2ccccc2)cc1	12	3	82	1	-33

nr	CatB mix inh	CatL inh	CatS block	Cathepsin G inh
25	-2	16	4	29
26	6	-2	-4	-28
27	-3	7	-4	6
28	2	-5	9	0
29	-3	·	-4	-1
30	-12	6	-7	10
31	-3	12	9	9
32	-5	29	-1	9
33	-1	22	7	5
34	-1	16	3	0
35	·	2	·	·
36	2	-9	7	-11

# 10 structures from above, ordered by formula weight, smallest number first:
nr	structure	PKA inh	CatB inh	Her2 expr inh	ROCK2 inh	C1s block
33	Cc1cnnc2c1-c1no[n+]([O-])c1CC2	10	-2	115	10	-3
29	CN(c1ccccc1C(=O)O)S(C)(=O)=O	6	3	139	6	-3
36	c1ccc(-c2nc3nonc3nc2-c2ccccc2)cc1	12	3	82	1	-33
31	Cc1ccccc1NC(=O)Cn1c(=O)n(C)c2ccccc21	-8	0	89	-2	2
26	c1coc(-c2nc3nc4ccccc4n3nc2-c2ccco2)c1	0	-2	82	0	3
35	Cc1cc(OCC(=O)Nn2cnnc2)ccc1Br	3	-9	98	5	·
28	COc1ccccc1NC(=O)CCc1c(C)[nH]c(=O)c(C#N)c1C	-2	-1	95	2	-10
30	COc1cc(NC(=O)c2cc(-n3cnnc3)ccc2Cl)cc(OC)c1	8	1	80	-1	5
27	COc1ccc(N(Cc2cc(=O)[nH]c3ccccc23)C(=O)c2ccco2)cc1	-3	0	72	-6	-2
34	COc1cc(-n2nnnc2SCC(=O)N2CCN(c3ccc(F)cc3)CC2)c(OC)cc1Cl	6	-3	70	8	3

nr	CatB mix inh	CatL inh	CatS block	Cathepsin G inh
33	-1	22	7	5
29	-3	·	-4	-1
36	2	-9	7	-11
31	-3	12	9	9
26	6	-2	-4	-28
35	·	2	·	·
28	2	-5	9	0
30	-12	6	-7	10
27	-3	7	-4	6
34	-1	16	3	0

# Next entries follow:
nr	structure	PKA inh	CatB inh	Her2 expr inh	ROCK2 inh	C1s block
37	Cc1ccc(S(=O)(=O)C2(C(=O)Nc3cccnc3)CC2)cc1	9	1	78	1	5
38	COc1ccccc1C(=O)N1CCc2ccccc21	6	-3	201	6	5
39	CCOC(=O)N1CCN(C(=O)CSc2nnc(COc3ccc(Cl)cc3)o2)CC1	7	7	106	0	-69
40	Cc1ccc(Nc2nc(N)nc(CN3CCN(C)CC3)n2)cc1C	-1	1	68	3	-3
41	COCCSc1nnc(NC(=O)CSc2ccccc2)s1	9	2	90	9	6
42	CCOCCOC(=O)c1cccc(NC(=O)OCC)c1	-4	4	122	-2	7
43	CCOC(=O)CSc1nnc(CSc2nc3sc4c(c3c(=O)[nH]2)CCC4)n1C	9	4	118	5	11
44	Cc1ccc(C)n1CCN1CCN(CC(=O)Nc2ccc(S(N)(=O)=O)cc2)CC1	-1	9	95	-2	-11
45	Cc1[nH]nc2c1C(c1cn[nH]c1-c1ccc(F)cc1)C(C#N)=C(N)O2 (stereo not given)	7	4	81	4	4
46	CCCCc1noc2c1/C(=N\O)CC(c1ccccc1)C2 (stereo not given)	-8	0	72	-6	-8
47	CCCn1c2c(c(O)c(C(=O)Nc3nc(C)cs3)c1=O)CCCC2	4	2	75	4	13
48	COC(=O)CSc1nnc(C)n1-c1cccc(C#N)c1	16	1	98	7	-1

nr	CatB mix inh	CatL inh	CatS block	Cathepsin G inh
37	8	8	-7	-1
38	-1	-1	3	-3
39	2	16	2	-3
40	1	28	12	2
41	4	0	6	31
42	4	4	-2	10
43	2	5	0	9
44	6	4	10	-2
45	2	0	-6	6
46	1	33	?	-10
47	1	5	-14	8
48	1	0	-2	-3

# New compounds follow:
nr	structure	PKA inh	CatB inh	Her2 expr inh	ROCK2 inh	C1s block
49	COc1ccc(-c2nc(CSCC(=O)N3CCN(C(=O)c4ccco4)CC3)c(C)o2)cc1OC	4	0	70	-2	1
50	O=C1c2cccnc2-c2ncccc21	8	4	77	7	12
51	CC(c1ccccc1)C1C(C#N)=C(N)SC(N)=C1C#N (stereo not given)	12	5	109	6	-58
52	O=C(Nc1cc(C(=O)N2CCCC2)ccc1N1CCCC1)c1ccccc1F	3	1	172	6	3
53	COc1cccc(-n2c(SCC#N)nnc2-c2cnccn2)c1	16	-1	65	6	0
54	O=C1CC(N2CCN(c3ccccc3Cl)CC2)C(=O)N1c1cccc(F)c1 (stereo not given)	0	2	67	3	-10
55	CCC1=C(C(=O)OC)C(c2cc(OC)ccc2OC)C(C#N)=C(N)O1 (stereo not given)	-1	1	103	-1	-35
56	COc1ccc(S(=O)(=O)N(CC(=O)Nc2ccc3c(c2)OCO3)c2ccccc2OC)cc1	9	4	84	6	13
57	Nn1c(SCC(=O)NC2CCCCC2)nnc1-c1ccccc1	1	-1	149	·	33
58	CCn1c(Cc2cccn2C)nnc1SCC(=O)c1ccc(C)cc1	-4	2	94	0	-5
59	COc1ccc(S(=O)(=O)Cc2ccc(C(=O)N3CCN(C(=O)c4ccco4)CC3)o2)cc1	-3	0	96	-2	17
60	CC1CCc2sc3c(c2C1)c1ncnn1c(=O)n3CC(=O)c1ccc(Br)cc1 (stereo not given)	6	2	·	8	-4

nr	CatB mix inh	CatL inh	CatS block	Cathepsin G inh
49	2	·	1	-2
50	1	6	-12	8
51	-14	22	-18	-28
52	8	7	-4	8
53	-3	-2	-5	11
54	3	-2	-2	3
55	2	-8	-2	0
56	0	18	2	13
57	-2	·	-8	-5
58	2	9	16	-4
59	6	-3	0	9
60	6	1	11	-5

# Next compounds follow:
nr	structure	PKA inh	CatB inh	Her2 expr inh	ROCK2 inh	C1s block
61	Cc1ccc(CC(=O)OCCNC(=O)c2cccnc2)cc1	10	5	91	-2	-31
62	CCN(CC)c1ccc(C2C3CCCCC3(O)CCN2CC(=O)N2CCCCC2)cc1 (stereo not given)	-8	-2	103	-3	-5
63	Cc1occc1C(=O)Nc1nnc(C(F)(F)F)s1	6	1	82	-2	-5
64	Cc1cccc(C)c1N1C(=O)CC(N(O)c2ccccc2)C1=O (stereo not given)	5	3	126	5	12
65	Cc1ccc(-c2nn(-c3ccccc3)cc2CN(Cc2ccccc2)C(=O)CCC(=O)O)o1	1	-4	88	5	2
66	CCN(CC)CCNC(=O)C1CCN(S(=O)(=O)N2CCCCC2)CC1	5	0	95	-1	-33
67	O=C(OCCCN1C(=O)c2ccccc2C1=O)c1ccco1	5	1	92	2	-9
68	CCc1c(C)nc(SCC(=O)Nc2ccc(Br)cc2)[nH]c1=O	3	-2	96	-2	1

nr	CatB mix inh	CatL inh	CatS block	Cathepsin G inh
61	1	14	12	-2
62	-2	3	19	1
63	-2	·	5	-2
64	0	3	-4	11
65	10	2	21	5
66	-7	-1	-4	-3
67	0	4	10	-11
68	2	-8	-11	-3

# Full records from above:
# CCN(CC)CCNC(=O)C1CCN(S(=O)(=O)N2CCCCC2)CC1 as listed: PKA inh: 5; CatB inh: 0; Her2 expr inh: 95; ROCK2 inh: -1; C1s block: -33; CatB mix inh: -7; CatL inh: -1; CatS block: -4; Cathepsin G inh: -3
# Cc1occc1C(=O)Nc1nnc(C(F)(F)F)s1 as listed: PKA inh: 6; CatB inh: 1; Her2 expr inh: 82; ROCK2 inh: -2; C1s block: -5; CatB mix inh: -2; CatL inh: ·; CatS block: 5; Cathepsin G inh: -2

# Bioassay records deposited in PubChem BioAssay by several laboratories.

# A portion of the library, so the mix of outcomes need not match the whole.
